KOR beta-arrestin-1 = KOR agonists, beta-arrestin recruitment, primary screen, cell-based, luminescence, uHTS (AID 1777); KOR beta-arrestin recruitment, luminescence; higher % means a stronger effect; activation, % at 10 µM, or EC50 in µM where a hit was titrated; 280,000 compounds, 0.02% hits; in the data active = activation above about 50%, passing the limit was not always enough; also: a part of the inactive calls stands beside numbers as strong as those of hits
GPR55 LPI antagonism = GPR55 antagonists blocking LPI-driven arrestin recruitment, primary screen, imaging, U2OS, beta-arrestin-GFP, LPI agonist (AID 2013); G-protein coupled receptor 55 (Homo sapiens); 290,000 compounds, 0.13% hits; inhibition, % at 10 µM; hits with a dose series show IC50 in µM; U2OS GPR55 beta-arrestin-GFP translocation imaging, LPI antagonism; higher % means a stronger effect;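 active = spots per cell inhibited over 60%, with over 100 cells counted and total cytoplasm intensity under 500,000; inconclusive = wells with under 100 cells, flagged as likely toxic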;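 also: U2OS cells stably carrying GPR55 and arrestin-GFP stimulated by 5 µM LPI near EC80; imaged beta-arrestin-GFP aggregate spots per cell after agonist stimulation; plate controls were LPI-stimulated DMSO wells for no effect and DMSO wells without LPI for full effect; some results filed as inactive read as strong as hits; confirmed hits need IC50 under 10 µM and bright autofluorescent wells are also inconclusive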
GPR55 activation = GPR55 agonists via beta-arrestin recruitment, primary screen, imaging, U2OS cells, beta-arrestin-GFP redistribution (AID 1961). G-protein coupled receptor 55 (Homo sapiens). U2OS GPR55 beta-arrestin-GFP redistribution imaging; higher % means a stronger effect. activation, % at 10 µM, or EC50 in µM where a hit was titrated. 290,000 compounds, 0.048% hits;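 active = activation above 40% with more than 50 cells counted in the well; inconclusive = wells holding fewer than 50 cells, flagged as toxic or sparse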;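 also: U2OS osteosarcoma cells stably expressing GPR55 and beta-arrestin-GFP; plate controls were DMSO negative control for no effect and LPI positive control for full effect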
HIV peptide binding = inhibitors of HIV fusion peptide binding, primary screen, biochemical, uHTS, fluorescence dequenching (AID 1986); cell-free peptide binding, fluorescence dequenching, 30 min; higher % means a stronger effect; one-dose inhibition, % at 20 µM; IC50 in µM for titrated hits; 290,000 compounds, 0.3% hits; in the data active = inhibition mostly above about 52%, no sharp cut-off; inactive = mostly below about 76%; also: some results filed as inactive read as strong as hits
NOD1 NF-kB reporter = NOD1 signaling inhibitors, primary screen, cell-based, luminescence, uHTS (AID 1578); inhibition, % at 4 µM, or EC50 in µM where a hit was titrated; 290,000 compounds, 1% hits; NOD1-driven NF-kB luciferase reporter cells, luminescence; higher % means a stronger effect; in the data active = inhibition mostly above about 36%, no sharp cut-off; inactive = mostly below about 34%;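 also: HEK-293T reporter cells stimulated with the NOD1 agonist gamma-tri-DAP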
Siah-1 displacement = Siah-1 peptide-binding antagonists, primary screen, biochemical, fluorescence polarization, rhodamine-plectin, uHTS (AID 1817); E3 ubiquitin-protein ligase SIAH1 (Homo sapiens); Siah-1 / rhodamine-plectin peptide fluorescence polarization; higher % means a stronger effect; 290,000 compounds, 0.02% hits; displacement, % at 20 µM; hits with a dose series show IC50 in µM;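 active = displacement of at least 50% at 20 µM, with a fluorescence ratio check between 0.3 and a set limit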;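 also: plate controls were Siah plus tracer with DMSO for no effect and tracer alone without Siah for full effect; strong numbers were not always called active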
KOR beta-arrestin-2 = KOR antagonists, beta-arrestin recruitment, cell-based, luminescence, uHTS (AID 1778). Kappa-type opioid receptor (Homo sapiens). KOR beta-arrestin recruitment, luminescence, antagonist mode; higher % means a stronger effect. one-dose inhibition, % at 10 µM; IC50 in µM for titrated hits. 290,000 compounds, 0.091% hits; in the data active = inhibition above about 50%; also: strong numbers were not always called active
GPR35 arrestin U2OS = GPR35 antagonists blocking zaprinast-driven arrestin recruitment, primary screen, imaging, U2OS, beta-arrestin-GFP, zaprinast agonist (AID 2058). G-protein coupled receptor 35 (Homo sapiens). U2OS GPR35 beta-arrestin-GFP translocation imaging, zaprinast antagonism; higher % means a stronger effect. one-dose inhibition, % at 10 µM; IC50 in µM for titrated hits. 290,000 compounds, 0.052% hits;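 active = inhibition of at least 50% with at least 30 cells and total cytoplasm GFP at most 10,000,000; inconclusive = under 30 cells or total GFP of 10,000,000 plus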
AID2073 = inhibitors of Mint1-CaV2.2 protein interaction, biochemical, HTRF (AID 2073) | Voltage-dependent N-type calcium channel subunit alpha-1B (Homo sapiens) | HTRF protein-protein interaction, Mint1-CaV2.2; higher % means a stronger effect | inhibition, % at 20 µM; hits with a dose series show IC50 in µM | 290,000 compounds, 0.19% hits; in the data active = inhibition mostly above about 51%, no sharp cut-off; inconclusive = no clear call, values can overlap the other calls; inactive = mostly below about 53%; also: some results filed as inactive read as strong as hits
Numbers without * were called inactive; ? = inconclusive; nt = not tested or not shown; [ ] = dose if it differs, or a comment. Only part of the results is shown; count on the stated rates, not on these rows.

| Structure | AID2073 | KOR beta-arrestin-1 | GPR55 LPI antagonism | KOR beta-arrestin-2 | HIV peptide binding | GPR35 arrestin U2OS | GPR55 activation | Siah-1 displacement | NOD1 NF-kB reporter |
| --- | --- | --- | --- | --- | --- | --- | --- | --- | --- |
| CCOc1ccc(C2C(C#N)=C(N)Oc3nc[nH]c(=O)c32)cc1OC (configuration not stated) | 2% | 6.7% | 7% | -9% | 21% | 6% | -0.2% | -6% | 9% |
| Cc1cc(C)n2nc(SCC(=O)Nc3c(C)n(C)n(-c4ccccc4)c3=O)nc2n1 | -12% | 1.8% | 13% | -18% | -0.6% | -2% | 0.1% | 2% | -18% |
| CC(C)(C)c1ccc2c(c1)OCC(C(=O)O)O2 (configuration not stated) | -7% | 0.5% | 0% | 7% | 0.1% | 12% | -0.1% | 2% | -19% |
| O=C(CSc1ccc(-c2ccccn2)nn1)Nc1ccccc1 | -8% | 4.5% | -5% | -15% | -1.6% | -17% | 0.0% | 1% | -8% |
| COc1ccc(CCN(Cc2ccc(C(C)C)cc2)S(=O)(=O)c2ccc(S(=O)(=O)N(C)C)cc2)cc1OC | -5% | -0.3% | 8% | 10% | 1.4% | -1% | -0.2% | 11% | -9% |
| Cc1cc(=O)[nH]c(SCC(=O)NCC2CCCO2)n1 (configuration not stated) | 2% | 0.4% | 5% | 26% | 1.7% | -7% | -0.1% | 13% | 1% |
| c1ccc(-c2nc3nc4ccccc4nc3n2CC2CCCO2)cc1 (configuration not stated) | 2% | 5.4% | 4% | -11% | 0.1% | 0% | -0.1% | -1% | 9% |
| CN1CCN(Cc2c(O)ccc3c(=O)c(Oc4ccccc4Cl)c(C(F)(F)F)oc23)CC1 | 16% | 3.6% | 40% | -9% | -1.1% | 5% | -0.2% | 3% | -9% |
| COc1ccc(OC2C(=O)N(c3ccc(C)c(C)c3)C2c2ccc(OC)c(OC)c2)cc1 (configuration not stated) | 7% | -2.1% | 22% | 47% | 0.6% | 2% | 0.8% | 8% | 20% |
| CCCC(=O)Nc1nnc(/C=C/c2ccc(OC)cc2)s1 | 25% | nt | 21% | nt | 2.2% | -14% | -0.1% | 2% | -3% |
| NC(=O)c1c(NC(=O)C2COc3ccccc3O2)sc2c1CCN(Cc1ccccc1)C2 (configuration not stated) | -7% | -1.7% | 11% | -31% | 103%* | -3% | 0.7% | 0% | -8% |
| O=C(CSc1nc2ccccc2[nH]1)NCc1ccc2c(c1)OCO2 | 19% | -3.3% | 0% | 15% | 1.5% | -5% | -0.1% | 16% | -14% |
| CC(C)NC(=O)C1CCCN(S(=O)(=O)c2ccc(-n3cnnn3)cc2)C1 (configuration not stated) | 5% | 0.4% | -6% | -42% | 3.2% | 8% | -0.1% | 2% | -5% |
| Cc1ccccc1CSc1nccn1-c1ccccc1 | -17% | 3.1% | 12% | -3% | -0.9% | -11% | 0.0% | 1% | -10% |
| Cc1ccccc1CCNC(=O)Cn1nc(C)c2c(C)n(-c3ccccc3)nc2c1=O | 26% | -7.8% | -1% | 21% | -1.3% | 0% | -0.2% | -4% | -12% |
| COC(=O)c1cc(NC(=O)c2c(-c3ccccc3)noc2C)ccc1N1CCOCC1 | 4% | -5.2% | 8% | 16% | -0.9% | -1% | 0.3% | 6% | -29% |
| Cc1c(NC(=O)C(CC(=O)O)NCc2ccco2)c(=O)n(-c2ccccc2)n1C (configuration not stated) | 14% | 2.0% | -2% | 22% | 3.0% | -2% | 1.4% | 4% | -24% |
| CCCC(=O)Nc1ccc(C(=O)NN2C(=O)c3ccccc3C2=O)cc1 | 8% | -3.6% | -5% | -65% | 1.7% | -5% | -0.3% | -2% | -28% |
| COc1ccc(/C=C2\SC(=N)N(c3nccs3)C2=O)cc1OC | 20% | -9.8% | 14% | 7.2µM* | 14% | -10% | -0.2% | -7% | 27% |
| Cc1onc(-c2ccccc2Cl)c1C(=O)OCC(=O)N1CCCc2ccccc21 | 5% | -4.3% | 10% | -27% | 5.3% | 14% | -0.2% | -1% | -21% |

In a second layout: results already given.
CN1CCN(Cc2c(O)ccc3c(=O)c(Oc4ccccc4Cl)c(C(F)(F)F)oc23)CC1
  AID2073 = 16% | KOR beta-arrestin-1 = 3.6% | GPR55 LPI antagonism = 40% | KOR beta-arrestin-2 = -9% | HIV peptide binding = -1.1% | GPR35 arrestin U2OS = 5% | GPR55 activation = -0.2% | Siah-1 displacement = 3% | NOD1 NF-kB reporter = -9%
Cc1ccccc1CCNC(=O)Cn1nc(C)c2c(C)n(-c3ccccc3)nc2c1=O
  AID2073 = 26% | KOR beta-arrestin-1 = -7.8% | GPR55 LPI antagonism = -1% | KOR beta-arrestin-2 = 21% | HIV peptide binding = -1.3% | GPR35 arrestin U2OS = 0% | GPR55 activation = -0.2% | Siah-1 displacement = -4% | NOD1 NF-kB reporter = -12%

(list continues)
| Structure | AID2073 | KOR beta-arrestin-1 | GPR55 LPI antagonism | KOR beta-arrestin-2 | HIV peptide binding | GPR35 arrestin U2OS | GPR55 activation | Siah-1 displacement | NOD1 NF-kB reporter |
| --- | --- | --- | --- | --- | --- | --- | --- | --- | --- |
| Cc1c(Cl)c([N+](=O)[O-])nn1CCCC(=O)Nc1c(C)n(C)n(-c2ccccc2)c1=O | 11% | -2.0% | 10% | -5% | 0.0% | -9% | 0.7% | 2% | -33% |
| COc1cccc(Nc2nc(-c3ccccc3)nc3ccccc23)c1 | 24% | -5.4% | 8% | -26% | 1.3% | 1% | 0.0% | 0% | 2% |
| CCOC(=O)c1c(C)c(C(=O)NCCCOC(C)C)c(C)n1C | -8% | -4.1% | 1% | 15% | 1.4% | 7% | 1.3% | -2% | -22% |
| CCCOc1ccc(C2NC(=O)NC2=O)cc1 (configuration not stated) | 3% | -1.7% | 2% | 25% | -1.2% | 1% | 0.3% | -3% | -19% |
| Cc1ccc(-c2csc(NC(=O)CSc3nc4ccccc4o3)n2)cc1 | -6% | 3.2% | 9% | 0% | 1.1% | -2% | 0.4% | 36% | 6% |
| Nc1nc(CSc2ncccn2)nc(Nc2ccccc2)n1 | -14% | nt | -8% | 10% | -1.0% | -10% | 0.0% | -1% | -52% |
| COc1ccc(N2CC(=O)N(c3ccccc3)C2=S)cc1 | -5% | -2.0% | 6% | 25% | 0.1% | -3% | -0.3% | 5% | -29% |
| COC(=O)c1sccc1NC(=O)c1ccc2c(c1)OCO2 | 1% | -0.2% | -20% | -39% | -1.9% | -4% | 0.0% | -3% | -19% |
| O=C(C1=C[C@@H](c2ccccc2)C[C@@H](OCc2ccc(CO)cc2)O1)N1CCCCCCC1 | -11% | nt | -6% | 7% | 0.2% | -8% | 0.1% | -7% | 21% |
| Cc1cc(N2CCOCC2)nc2ccc(NC(=O)CCC(=O)N3CCN(c4ccccc4)CC3)cc12 | 7% | 2.4% | 12% | -24% | -1.1% | -7% | -0.2% | -7% | 34% |
| CCn1ncc(Cl)c1C(=O)Nc1ccc2c(c1)CCC2 | 12% | 11% | 16% | 6% | 0.4% | 2% | -0.1% | -3% | -42% |
| COc1ccc(N=NC2=C(O)CC(C)(C)CC2=O)cc1 | ? | -0.3% | 8% | 9% | 3.4% | 7% | -0.2% | -6% | -35% |
| Cc1c(/C=N/NC(=O)CNc2ccccc2)c2ccccn2c1C(=O)c1ccncc1 | -1% | -4.5% | -6% | 6% | -2.5% | -2% | -0.2% | -2% | -25% |
| Cc1ccc2c(c1)N(CC(=O)N(Cc1ccccn1)Cc1ccco1)C(=O)C(C(C)C)O2 (configuration not stated) | 3% | 9.4% | 9% | -2% | 0.4% | -2% | -0.4% | -1% | 4% |
| Cc1cc(N2CCN(Cc3cn(C)nc3-c3cccc(Cl)c3)CC2)cc(C)n1 | 10% | 4.1% | -5% | -26%[20 µM] | 2.8% | -5% | -0.1% | -6% | -24% |
| CSCCC(NC(=O)c1ccco1)C(=O)O (configuration not stated) | -2% | -1.2% | 15% | 23% | -2.3% | -16% | -0.1% | 4% | -7% |
| CCOC(=O)Cn1nc(-c2ccccc2)c2ccccc2c1=O | -3% | -0.3% | 18% | 7% | -2.0% | -8% | -0.1% | 1% | -6% |
| Cc1cc(C)c(C#N)c(SCc2ccccc2[N+](=O)[O-])n1 | 1% | 1.7% | 9% | -10% | 0.8% | -4% | -0.1% | -3% | 21% |
| Cc1ccc(NC(=O)c2nnn(CC(=O)Nc3ccccc3)c2N)cc1C | 0% | 7.1% | 0% | -58% | -0.5% | 18% | 0.2% | 1% | -16% |
| COc1cccc(-c2nn(-c3ccccc3)cc2CN(C)C(C)c2ccncn2)c1 (configuration not stated) | -4% | nt | 9% | -25%[20 µM] | 1.1% | 13% | -0.1% | -5% | -1% |
| C=CCn1c(C2CC(=O)N(c3ccc(C)cc3)C2)nc2ccccc21 (configuration not stated) | -7% | 1.2% | 11% | -12% | 1.3% | 12% | 1.5% | 1% | -38% |
| O=C(CN1CCCCC1)N/N=C/c1ccccc1OCc1ccccc1 | 4% | 0.0% | 2% | -16% | 0.2% | 3% | 0.9% | -3% | -30% |
| N#Cc1c(-c2ccccc2)nc(-c2ccccc2)[nH]c1=O | -28% | -0.9% | 2% | -11% | -3.5% | -4% | 0.6% | -3% | nt |
| CCOC(=O)c1ccc(NC(=O)CSc2nnc(CNC(=O)c3ccco3)o2)cc1 | 4% | -1.2% | -5% | -16% | -0.7% | -18% | 0.0% | 1% | -4% |
| CCO/C=N/c1c(C#N)c2c(c(=S)n1C)COC(C)(C)C2 | -37% | 0.9% | 8% | -8% | 0.5% | -12% | -0.1% | -1% | -26% |
| O=C(NC1CC1)C1=C[C@@H](c2coc3ccccc3c2=O)C[C@@H](OCCCCO)O1 | 2% | 7.1% | 3% | 4% | 0.5% | 0% | -0.1% | 13% | 0% |
| CCCCN(C)C(=O)c1cc2c(s1)-c1ccccc1S(=O)(=O)C2 | -13% | -2.2% | -6% | -15% | -1.4% | -11% | -0.2% | -2% | 0% |
| CCn1c(COc2cc(C)ccc2C(C)C)nnc1SCC(=O)Nc1nccs1 | 32% | 3.4% | 3% | -45% | -1.7% | -4% | -0.5% | -2% | -18% |
| CN(C(=O)c1cc2c(s1)-c1ccccc1S(=O)(=O)C2)c1ccccc1 | -3% | -0.3% | 4% | 1% | -1.6% | -10% | -0.2% | 1% | 0% |

Screens deposited in PubChem by Sanford-Burnham Center for Chemical Genomics.
